Source: PubChem BioAssay (National Center for Advancing Translational Sciences (NCATS))
D2 PAM: D2 dopamine receptor (human) potentiation | P14416 | HEK293 T-REx D2, calcium flux, EC20 dopamine potentiation | potentiation, % at 10 µM | hit rate 0.34% among 340,000 | AID 485347;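 active = potentiation over 3 SD above the plate norm, cut at about 30% in these data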; also: 0% is about no effect
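Tetracycline-induced HEK293 T-REx cells force-coupled to calcium signalling expressed D2; compounds were pin-added after a 10 s baseline, read kinetically 180 s, then an EC20 dopamine challenge followed with a further 180 s calcium read.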
D2 ag: agonists of human D2 dopamine receptor | P14416 | HEK293 T-REx D2 cells, calcium flux agonist mode | activation, % at 2 µM | hit rate 0.53% among 340,000 | AID 485358;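 active = activation over 3 SD above normal in the single-dose calcium agonist read, cut at about 30% in these data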; also: 0% is about no effect
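In this primary screen, compounds producing a positive calcium signal within 180 s of addition to tetracycline-induced, force-coupled HEK293 Trex D2 cells are flagged; cells are dye-loaded with a no-wash calcium kit beforehand.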
RXFP1 antagonist: antagonists of human relaxin receptor RXFP1 | HEK293-RXFP1, relaxin-stimulated cAMP HTRF, 30 min; active compounds read low | hit rate 0.59% among 350,000 | Q9HBX9 | AID 1259400 | activity change, negative = inhibition, % at 57.5 µM;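 active = activity change of -60% or lower, but not beyond a set lower limit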; also: % is scaled to controls: 0 for no effect and ±100 for the full control effect
D1 potentiator: human D1 dopamine receptor positive modulation | P21728 | HEK293 TREx D1 cells, calcium flux, dopamine EC20 potentiation | potentiation, % at 10 µM | hit rate 0.036% among 360,000 | AID 504651; in the data active = potentiation above about 30%; also: 0% is about no effect
Target sequence (P21728 whole entry, looked up): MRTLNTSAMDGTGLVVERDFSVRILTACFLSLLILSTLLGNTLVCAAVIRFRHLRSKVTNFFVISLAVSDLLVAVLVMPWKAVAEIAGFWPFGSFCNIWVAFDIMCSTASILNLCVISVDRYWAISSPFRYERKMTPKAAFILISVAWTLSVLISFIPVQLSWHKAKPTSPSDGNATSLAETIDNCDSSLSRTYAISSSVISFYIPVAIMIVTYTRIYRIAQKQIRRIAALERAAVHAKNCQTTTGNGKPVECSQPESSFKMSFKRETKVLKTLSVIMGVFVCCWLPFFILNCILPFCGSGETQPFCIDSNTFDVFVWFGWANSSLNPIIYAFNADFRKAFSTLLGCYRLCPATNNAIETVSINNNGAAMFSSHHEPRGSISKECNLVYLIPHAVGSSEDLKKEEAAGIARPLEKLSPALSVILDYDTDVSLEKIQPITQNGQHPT
D2 antag: antagonizes the human D2 dopamine receptor; P14416; HEK293 TREx D2 cells, calcium flux, dopamine EC80; inhibition, % at 10 µM; hit rate 2% among 340,000; in the data active = inhibition above about 30%; also: 0% is about no effect
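HEK293 T-REx D2 cells, tet-induced, calcium dye no-wash. Cpd pintool add, 180 s kinetic, then EC80 DA, 180 s kinetic. Ca flux read.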
D1 agonist: human D1 receptor agonism; HEK293 T-REx D1 cells, calcium flux, agonist mode; activation, % at 2 µM; hit rate 1% among 360,000; also: 0% is about no effect
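Inducible HEK293 T-REx D1 cells, force-coupled to calcium signalling, were plated at 4000 cells/well with tetracycline and held overnight at 30 C. After no-wash calcium dye loading, compound-evoked calcium rise over 180 s flagged agonists.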
TRHR ag: activates the human TRH receptor. P34981. TRHR cells, calcium flux fluo-8, FDSS agonist mode. activation, % at 2 µM. hit rate 0.18% among 360,000. AID 493084; also: 0% is about no effect
Target sequence (P34981 whole entry, looked up): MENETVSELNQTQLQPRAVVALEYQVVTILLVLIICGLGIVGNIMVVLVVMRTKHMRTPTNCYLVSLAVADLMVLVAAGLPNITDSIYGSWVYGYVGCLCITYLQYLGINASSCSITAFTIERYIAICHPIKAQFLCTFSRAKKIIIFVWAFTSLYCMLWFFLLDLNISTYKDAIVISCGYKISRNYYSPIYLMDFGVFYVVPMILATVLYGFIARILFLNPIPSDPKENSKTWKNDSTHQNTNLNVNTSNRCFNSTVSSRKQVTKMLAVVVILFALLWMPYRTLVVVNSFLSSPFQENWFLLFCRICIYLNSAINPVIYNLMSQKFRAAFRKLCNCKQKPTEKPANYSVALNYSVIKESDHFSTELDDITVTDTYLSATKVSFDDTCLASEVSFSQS
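TRHR-expressing cells loaded with fluo-8 calcium dye; 23 nL library compound pin-transferred, kinetic FDSS fluorescence (Ex 480/Em 530) recorded about 180 s for agonist-induced calcium release, before a 10 nM TRH EC20 addition for potentiator mode.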
D1 antag: human D1 dopamine receptor antagonism; P21728; HEK293 TREx D1 cells, calcium flux, dopamine EC80; active compounds read low; activity change, negative = inhibition, % at 10 µM; hit rate 3.2% among 360,000; AID 504652; in the data active = activity change below about -30%; also: % is scaled to controls: 0 for no effect and ±100 for the full control effect
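Cells carrying a force-coupled, tetracycline-inducible human D1 receptor report calcium flux. Each well gets a 10 s baseline, compound with 180 s monitoring, then an EC80 dopamine stimulus with a second 180 s kinetic read.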
TRHR enhancer: allosteric enhancers of human TRH receptor. TRHR cells, fluo-8 calcium fluorescence, EC20 TRH enhancement. hit rate 0.66% among 360,000. P34981. AID 493056. enhancement, % at 2 µM; in the data active = enhancement above about 30%; also: 0% is about no effect
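TRHR-expressing cells loaded with fluo-8 calcium dye were read kinetically (ex 480/em 530) during compound addition, then stimulated with an EC20 of TRH (10 nM final). Enhancement of the Gq-mediated intracellular calcium response was scored.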
* = called active by the depositor; nt = no result given. Rule as the data show it, unless noted: active = activation above about 30%; inactive = the rest.

canonical_smiles | TRHR enhancer | D2 PAM | D1 agonist | D2 ag | D1 potentiator | D1 antag | TRHR ag | D2 antag | RXFP1 antagonist
CC(C)(C)NC(=O)N1CCN(c2nc(-c3ccccc3)ns2)CC1 | 0 | 4 | 18 | -0.2 | -3 | -19 | 1.2 | -5 | -14
CCOc1ccc(NC(=O)C2CCN(S(=O)(=O)CC)CC2)cc1 | -5 | 2 | 0 | -2.4 | -8 | 17 | -0.2 | -21 | -2
COc1ccc(CCNC(=O)CC2Nc3ccccc3NC2=O)cc1OC (stereo not drawn) | -3 | -6 | 2 | 1.2 | 0 | -1 | 1.4 | -12 | -5
Fc1cccc(Cl)c1CSc1ncn[nH]1 | -3 | -2 | 2 | 0.1 | -1 | -11 | 0.1 | -20 | -1
Cc1cc(SCc2ccccc2C)nc(=O)[nH]1 | 4 | -4 | 3 | -0.4 | 7 | -12 | -0.2 | 12 | 10
O=C(Nc1ccccc1-c1nc2ccccc2s1)c1ccco1 | -2 | 0 | 9 | 0.3 | -3 | -1 | 1.1 | 5 | -2
Cc1ccc(C2C3=C(CC(C)(C)CC3=O)Nc3onc(C)c32)cc1 (stereo not drawn) | -1 | -1 | 1 | 0.3 | -3 | 5 | -0.8 | 12 | -3
CC1=C(C(=O)Nc2ccc(C)cc2C)C(C(C)C)n2nc(SCc3ccccc3Cl)nc2N1 (stereo not drawn) | 5 | 19 | 0 | 0.4 | 1 | 6 | 0.2 | nt | nt
NS(=O)(=O)c1ccc(CNC(=O)CNC(=O)c2ccc(F)cc2)cc1 | -5 | -6 | 4 | 1.9 | -2 | -3 | 0.6 | -20 | 9
Cc1ccc(NS(=O)(=O)c2ccc(Br)s2)cc1S(=O)(=O)N1CCOCC1 | -5 | 0 | 1 | -0.3 | 0 | -2 | 0.5 | -16 | 5

canonical_smiles | TRHR enhancer | D2 PAM | D1 agonist | D2 ag | D1 potentiator | D1 antag | TRHR ag | D2 antag | RXFP1 antagonist
Oc1ccc(-c2csc(Nc3ccccn3)n2)c(O)c1 | 0 | 1 | 3 | 0.8 | 3 | -4 | -0.7 | -8 | -7
COc1ccc(Oc2c(Cl)cnn(-c3ccccc3)c2=O)cc1 | 0 | 17 | 0 | 0.6 | 13 | -1 | -0.2 | -6 | 2
CC(NC(=O)c1ccco1)c1ccc2c(c1)OCCO2 (stereo not drawn) | -3 | 6 | 1 | 0.2 | 0 | 2 | 0.5 | -14 | 0
Cc1ccc(NC(=O)CN2C(=O)c3ccccc3Sc3ccc(C(=O)N4CCOCC4)cc32)cc1C | -3 | 2 | 0 | -0.4 | 0 | -10 | 0.2 | nt | 4
CCCN1CCN(C(=S)Nc2ccc(SC(F)F)cc2)CC1 | 0 | -4 | 3 | 8.8 | 0 | 8 | 1.7 | 6 | 1
CCCc1cnc(N2CCN(S(C)(=O)=O)CC2)nc1 | -2 | nt | 3 | nt | 4 | 2 | -0.2 | nt | 5
Cc1nn(-c2ccccc2)c2sc(C(=O)OCn3nnc4ccccc4c3=O)cc12 | -2 | 13 | 2 | 3.7 | 0 | 10 | 1.0 | -11 | nt
CN(Cc1ccccc1)C(=O)CCC1CCN(C(=O)c2ccccc2C(F)(F)F)CC1 | -5 | nt | -1 | nt | -3 | -4 | 0.5 | nt | 2
CCC(=O)N1CCc2cc(Br)cc(S(=O)(=O)NC3CCN(Cc4ccccc4)CC3)c21 | 4 | nt | 3 | -3.0 | -6 | 10 | -0.2 | 1 | -23
O=C(NN=C1CCN(Cc2ccccc2)CC1)c1ccccc1O | 4 | 3 | 0 | 1.3 | -2 | -31* | 0.5 | 0 | 1

canonical_smiles | TRHR enhancer | D2 PAM | D1 agonist | D2 ag | D1 potentiator | D1 antag | TRHR ag | D2 antag | RXFP1 antagonist
Cc1ccc(S(=O)(=O)NCCNC(=O)c2cc(OCC(F)(F)F)ccc2OCC(F)(F)F)cc1 | -8 | 2 | 10 | -0.9 | 2 | 3 | -0.3 | -12 | -5
COc1ccc(C(=S)N2CCOCC2)cc1OC(=O)c1ccccc1Cl | -5 | 0 | 1 | -0.1 | -7 | 6 | -0.7 | 2 | -15
CN(C(=S)NC(=O)c1ccc(Cl)cc1)C1CCCCC1 | -2 | 1 | 11 | -0.1 | 2 | -7 | -0.1 | 4 | -5
OC[C@@H]1CCCN1Cc1cn(-c2ccccc2)nc1-c1ccc2c(c1)OCO2 | 7 | 8 | 4 | -1.8 | -4 | 6 | 0.6 | 17 | 0
COc1ccc(S(=O)(=O)N2CCOCC2)cc1C(=O)Nc1ccc2c(c1)OCO2 | 13 | 4 | 1 | 0.4 | 1 | -4 | 1.1 | -7 | 5
Cc1cc(Oc2ccccc2)nc2ccc(O)cc12 | -4 | 0 | 1 | -0.5 | -3 | 1 | -0.7 | -2 | nt
CCN(CC(=O)Nc1cc(S(=O)(=O)N2CCCCC2)ccc1C)Cc1ccccc1 | -12 | -14 | 8 | -0.6 | 1 | -26 | 1.0 | -24 | -2
COc1ccc(OC)c(NC(=O)c2ccc(OC3CSC3)cc2)c1 | -2 | nt | 1 | nt | 6 | -9 | 0.2 | nt | -7
COc1ccc(/C=C2/S/C(=N/N=C3\CC4CCC3(C)C4(C)C)NC2=O)cc1 (stereo not drawn) | -2 | -5 | 1 | nt | -9 | 5 | 0.2 | nt | -7
Cc1cccc(-n2cc(C(=O)O)c(=O)cc2C)c1 | -2 | 15 | 3 | -0.2 | -4 | -8 | 0.1 | 3 | 0

canonical_smiles | TRHR enhancer | D2 PAM | D1 agonist | D2 ag | D1 potentiator | D1 antag | TRHR ag | D2 antag | RXFP1 antagonist
c1ccc(-n2ncc3c(NCCCN4CCOCC4)ncnc32)cc1 | 7 | 16 | 4 | 1.2 | -1 | -6 | -0.8 | 29 | -4
COc1cc(NC(=O)c2ccco2)c(C(=O)OCC(=O)Nc2ncc(Cl)cc2Cl)cc1OC | 1 | 8 | 3 | 1.4 | 4 | 6 | 0.7 | -5 | -15
COc1ccc(C(=O)c2c(C)oc3ccc(O)cc23)cc1 | -5 | 2 | 5 | 1.6 | -9 | -7 | 1.9 | 10 | 0
O=C1CC2(CCN(C(=O)COc3ccccc3)CC2)Oc2ccccc21 | -2 | -7 | 4 | 0.2 | -8 | -24 | 0.3 | -10 | 7
Cc1ccsc1-c1nc(CN2CCN(C)C(=O)[C@@H]2C)c(C)o1 | -4 | -18 | 2 | 0.2 | -4 | -11 | 0.6 | -11 | 9
Cc1ccc(CNC(=O)CCCCn2c(=O)c3ccccc3n(Cc3ccc(Cl)cc3)c2=O)cc1 | 8 | 3 | 13 | -0.9 | -5 | 0 | -1.1 | nt | nt
CC1CCCCC1NC(=O)C1CC=CCC1C(=O)O (stereo not drawn) | 3 | -8 | 1 | 0.6 | 2 | 21 | -0.2 | -6 | -2
Cc1ccc(C(C)C)c(OCC(=O)Nc2cccc(-c3nc4ncccc4o3)c2)c1 | 4 | 1 | 4 | -1.2 | 3 | 5 | -0.8 | nt | nt
COC(=O)C1=C(N)Oc2cc(C)n(C)c(=O)c2C1c1ccc(Cl)cc1 (stereo not drawn) | -8 | 15 | 0 | -0.4 | -1 | 11 | -0.9 | -6 | 7
COc1ccc(-c2c[n+]3c(n2-c2ccc(C)cc2)CCCCC3)cc1 | 1 | -4 | 0 | 0.3 | -3 | 3 | 0.3 | -2 | -14

canonical_smiles | TRHR enhancer | D2 PAM | D1 agonist | D2 ag | D1 potentiator | D1 antag | TRHR ag | D2 antag | RXFP1 antagonist
CCC(C)NC(=O)CSc1nc2c(sc3ccccc32)c(=O)n1CCc1ccc(OC)c(OC)c1 (stereo not drawn) | 0 | 1 | 3 | -0.1 | 0 | 11 | 0.1 | nt | nt
CCOc1ccccc1NC(=O)c1c(NCc2cccs2)sc2c1CCC(C)C2 (stereo not drawn) | -5 | -5 | -1 | -0.9 | -5 | 19 | 0.3 | nt | -21
COc1ccc(N2CCN(C(CNC(=O)C(=O)NC3CC3)c3ccco3)CC2)cc1 (stereo not drawn) | -4 | 6 | 2 | 0.1 | -10 | -6 | 0.1 | 1 | -11
Cc1cccc(C)c1NC(=O)CCS(=O)(=O)c1ccc2c(c1)CC(C)N2C(=O)C1CC1 (stereo not drawn) | 2 | 3 | 3 | -0.2 | -2 | 3 | -0.3 | nt | 25
FC(F)(F)c1cccnc1N1CCN(c2ncnc3nc[nH]c23)CC1 | -7 | 7 | 2 | 0.3 | -8 | 3 | -0.1 | 0 | nt
COc1ccc(NS(=O)(=O)c2csc(C(N)=O)c2)cc1OC | 4 | 11 | 3 | -0.6 | 0 | -4 | 0.9 | -5 | -4
Cc1cccc(NS(=O)(=O)c2cccc(C(=O)N3CCCC3)c2)c1 | -15 | -3 | 1 | -0.4 | -4 | 14 | 0.9 | 6 | 2
Cc1ccc(S(=O)(=O)c2nnn3c2nc(NCc2ccccc2)c2sccc23)cc1 | 3 | 2 | 2 | -0.4 | -5 | -2 | 0.4 | nt | -1
CCOC(=O)CSc1nc2ccc(NC(=O)COc3ccccc3C)cc2s1 | 2 | 6 | 13 | -0.5 | 2 | -11 | 1.6 | nt | nt
COc1cc(NC(=O)c2cncc(-c3ccc(C#N)cc3)c2)cc(C(=O)Nc2cccc(C(F)(F)F)c2)c1 | -3 | nt | 4 | nt | 1 | -2 | 0.5 | nt | -9

Fetched by structure from the list above:
canonical_smiles | TRHR enhancer | D2 PAM | D1 agonist | D2 ag | D1 potentiator | D1 antag | TRHR ag | D2 antag | RXFP1 antagonist
COc1ccc(OC)c(NC(=O)c2ccc(OC3CSC3)cc2)c1 | -2 | nt | 1 | nt | 6 | -9 | 0.2 | nt | -7
CCCN1CCN(C(=S)Nc2ccc(SC(F)F)cc2)CC1 | 0 | -4 | 3 | 8.8 | 0 | 8 | 1.7 | 6 | 1

Next part:
canonical_smiles | TRHR enhancer | D2 PAM | D1 agonist | D2 ag | D1 potentiator | D1 antag | TRHR ag | D2 antag | RXFP1 antagonist
COc1ccc(N(CC(=O)N2CCN(c3ccccc3F)CC2)S(=O)(=O)c2ccc(C)cc2)cc1 | 0 | 5 | 5 | -0.1 | 1 | 6 | 0.1 | 1 | 1
COc1ccc(Oc2coc3cc(OC(=O)/C=C/c4ccccc4)ccc3c2=O)cc1 | -10 | -2 | 8 | 1.0 | -5 | -6 | 0.6 | 3 | nt
S=c1[nH]nc(-c2ccncc2)n1/N=C/c1ccccc1 | -4 | 5 | 2 | 0.3 | -2 | 7 | 0.2 | 5 | -18
O=c1[nH]c(SCc2ccccc2F)nc2ccccc12 | 4 | nt | 0 | nt | -4 | -8 | 0.5 | nt | -4
O=C(c1ccc(OC2CCN(C(=O)c3cccnc3)CC2)cc1)N1CCCCCC1 | -5 | 4 | 3 | 0.5 | -1 | 1 | -0.5 | 12 | -2
Cc1ccc(NC(=O)c2sc3nc(-c4cccs4)ccc3c2N)cc1F | 2 | 1 | 24 | nt | 1 | 4 | 4.2 | nt | 11
Cc1nn(-c2nc(-c3ccc(F)cc3)cc(C(F)(F)F)n2)c(C)c1Cl | 19 | 7 | 2 | 0.8 | 2 | 29 | 1.4 | nt | -36

Structures above printed as active in D1 antag.
| Compound | TRHR enhancer | D2 PAM | D1 agonist | D1 potentiator | D1 antag | TRHR ag | D2 antag | RXFP1 antagonist |
| --- | --- | --- | --- | --- | --- | --- | --- | --- |
| O=C(NN=C1CCN(Cc2ccccc2)CC1)c1ccccc1O | 4 | 3 | 0 | -2 | -31* | 0.5 | 0 | 1 |

The order is random. About 7.3% of those tested had a hit in this group.
